Assay outcomes: PubChem BioAssay, National Center for Advancing Translational Sciences (NCATS)
Eya2 inh – qHTS Assay for Inhibitors of the Phosphatase Activity of Eya2; Protein phosphatase EYA2 (Homo sapiens), O00167; recombinant Eya2, OMFP fluorescence dephosphorylation (OMFP is methylfluorescein phosphate); Potency, µM (series often up to 76.9 µM), without a hit: at the top dose activity, negative = inhibition, usual class: inhibitors; 330,000 tested, 0.006% active; AID 488837, 2010; further: potency means the concentration at half of the fitted maximal effect; on the % scale 0 is the no-effect control and ±100 the full control effect
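Eya2 (0.2 uM) preincubated 10 min at ambient with compound, then OMFP substrate added at 50 uM; 10 min reaction in 50 mM HEPES pH 7.5, 50 mM NaCl, 5 uM MgCl2, 0.05% BSA, 1 mM DTT. Fluorescence read at Ex 485/Em 525 nm.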
ASM inhibitor – Inhibitors of Secretory Acid Sphingomyelinase (S-ASM): qHTS; Sphingomyelin phosphodiesterase (Homo sapiens), P17405; placental ASM, HMU-PC fluorogenic substrate, 60 min; Potency, µM (highest dose often 57.5 µM), inactives show at the top dose activity change, negative = inhibition, hits mostly inhibitors; 340,000 tested, 0.006% active; AID 504937, 2011; further: potency means the concentration at half of the fitted maximal effect
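qHTS format. ASM enzyme prepared from human placenta hydrolyses the fluorogenic substrate HMU-PC0 (9 uM final) over 60 min at 37 °C after a 10 min compound preincubation.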
AT treatment – qHTS Assay for Identifying a Potential Treatment of Ataxia-Telangiectasia | […] A-T fibroblasts, KAP-1 phosphorylation AlphaLISA; neocarzinostatin DNA damage 30 min before lysis | AID 485349, 2010 | Potency, µM (series often up to 57.5 µM), for inactives: top-dose activation, most hits filed as activators | 320,000 tested, 0.19% active; further: potency means the concentration at half of the fitted maximal effect; % of control where 0% means no effect; nearly all actives have a fitted effect of over 45% in size
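hTERT-immortalized A-T patient fibroblasts ([…]), 500 cells/well in OPTI-MEM, 1% FBS, got compounds for 60 min, then NCS for 30 min at 37C. Lysates were then assayed for phospho-KAP-1 by AlphaLISA (anti-pKAP1 donor, anti-KAP1 acceptor beads), 6 hr at 25C.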
Tb PFK inh – qHTS Assay to Find Inhibitors of T. brucei phosphofructokinase | 330,000 tested, 0.17% active | Potency, µM (series often up to 57.5 µM), inactives show at the top dose activity, negative = inhibition, actives largely listed as inhibitors | ATP-dependent 6-phosphofructokinase (Trypanosoma brucei brucei), O15648 | T. brucei PFK, ADP-Glo luminescence;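 further: potency means the concentration at half of the fitted maximal effect; 0% = uninhibited 1x PFK enzyme wells and -100% = no-enzyme wells; nearly all actives have a fitted effect of over 60% in size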
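PFK 1.25 nM, F6P 0.5 mM, ATP 0.1 mM, 0.1 M TEA pH 8.0, 5 mM MgCl2, 0.01% Tween20, 0.1% BSA; 45 min RT. ADP-Glo readout. qHTS titration up to 57 uM; curves fitted, compounds curve-classed.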
Integrin act MD – qHTS for Activators of Integrin-Mediated Alleviation for Muscular Dystrophy | alpha7betagal myoblasts, beta-gal FDG fluorescence, 48 h | Potency, µM (top dose mostly 38.3 µM), without a hit: at the highest dose activation, most hits filed as activators | 350,000 tested, 0.064% active;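 further: potency means the concentration at half of the fitted maximal effect; 100% = response of the positive control SU9516; nearly all actives have a fitted effect of over 60% in size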
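alpha7betagal+/- myoblasts (passage 13, 250/well) treated 48 h at 37C with compounds at 1:260 dilution of DMSO stock. Lysed, then beta-galactosidase activity read as FDG fluorescence (ex 480/em 540) after 30 min, with pre-read for autofluorescence.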
TCR act – Activators of T cell receptors: qHTS campaign. primary human leukocytes, anti-CD3, IL-2 HTRF, 48 h. Potency, µM (highest dose often 9.22 µM), for inactives: top-dose activation of IL-2 secretion, actives largely listed as activators. 330,000 tested, under 10 active. AID 504894, 2011; further: % of control where 0% means no effect
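IL-2 produced over 48 hr by a-CD3 bead-stimulated primary human leukocytes exposed to compounds was detected with a homogeneous time-resolved FRET immunoassay, 665nm acceptor signal after 320nm excitation.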
TSHR antagonist – Antagonists of the Thyroid Stimulating Hormone Receptor: HTS campaign; Thyrotropin receptor (Homo sapiens), P16473; TSHR-expressing cells, TSH-stimulated cAMP HTRF, 2 h; active compounds read low; activity change, negative = inhibition, % at 11.5 µM; 330,000 tested, 0.2% active; AID 504810, 2011;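 active means activity change below a set negative limit, meaning inhibition stronger than a set level, cut at about -70% in these data; inconclusive means activity change between two set negative limits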; further: on the % scale 0 is the no-effect control and ±100 the full control effect
Target sequence (P16473 whole entry, looked up): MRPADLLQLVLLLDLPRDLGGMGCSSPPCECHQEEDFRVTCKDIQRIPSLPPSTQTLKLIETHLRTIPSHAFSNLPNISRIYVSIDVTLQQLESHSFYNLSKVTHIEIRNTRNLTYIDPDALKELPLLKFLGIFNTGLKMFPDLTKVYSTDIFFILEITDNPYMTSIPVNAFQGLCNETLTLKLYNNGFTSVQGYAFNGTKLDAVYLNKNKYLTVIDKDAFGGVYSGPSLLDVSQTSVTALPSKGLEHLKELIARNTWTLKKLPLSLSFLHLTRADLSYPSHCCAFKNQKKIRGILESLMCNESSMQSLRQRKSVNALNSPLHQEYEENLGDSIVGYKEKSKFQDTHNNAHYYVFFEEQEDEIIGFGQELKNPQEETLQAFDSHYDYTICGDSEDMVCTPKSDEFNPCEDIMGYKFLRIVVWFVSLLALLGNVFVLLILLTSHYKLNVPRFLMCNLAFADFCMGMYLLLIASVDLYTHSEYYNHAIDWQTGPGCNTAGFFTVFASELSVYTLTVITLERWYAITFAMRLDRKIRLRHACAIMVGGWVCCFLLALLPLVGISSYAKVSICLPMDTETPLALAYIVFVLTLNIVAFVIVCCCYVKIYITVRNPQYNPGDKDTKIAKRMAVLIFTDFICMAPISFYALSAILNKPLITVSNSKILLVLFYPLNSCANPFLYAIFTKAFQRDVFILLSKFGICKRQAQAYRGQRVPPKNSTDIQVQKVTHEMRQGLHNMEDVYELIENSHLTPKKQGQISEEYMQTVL
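TSHR-expressing cells, 200/well, pre-treated with compound, then stimulated with EC80 TSH (4nM final) for 2 hours at 37 deg C. cAMP measured by competitive HTRF: anti-cAMP cryptate antibody in lysis buffer plus cAMP-d2, read after 30 minutes at room temperature.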
ELG1 DNA repair – qHTS screen for small molecules that inhibit ELG1-dependent DNA repair in human embryonic kidney (HEK293T) cells expressing luciferase-tagged ELG1 | AID 504467, 2011 | Potency, µM (titrated, usually from 46.1 µM), for inactives: top-dose activity change, negative = inhibition, most hits filed as inhibitors | HEK293T ELG1-luciferase reporter, luminescence, 16 h; DNA damage induced by 5-fluorouridine | 330,000 tested, 2.3% active; further: potency means the concentration at half of the fitted maximal effect; on the % scale 0 is the no-effect control and ±100 the full control effect; nearly all actives have a fitted effect of over 55% in size
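Quantitative HTS, concentration-response format. 2,000 cells/well co-treated with 5-fluorouridine and compound, 16 hr in 5% CO2 at 37 °C; ONE-Glo luminescence read after 30 min.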
BCR signal inh – qHTS Assay to Find Inhibitors of Chronic Active B-Cell Receptor Signaling | ABC-DLBCL IkBa-CBG/CBR reporter, luminescence ratio, 4 h | Potency, µM (series often up to 46.1 µM), inactives show at the highest dose ratio change, negative = lower green/red ratio, usual class: inhibitors | 340,000 tested, 0.05% active | AID 493014, 2011; active means well fitted inhibition curve with a large enough effect in the signal ratio, with a control signal flat, not every such curve was filed as active; inconclusive means small, poorly fitted or top-dose-only effect, or effect the other way, or a change in a side signal; the % refers to the signal ratio;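 further: potency means the concentration at half of the fitted maximal effect; plate controls were basal doxycycline-induced cells for no effect and cells given 10 µM MG132 for full effect; MG132 reads +100%, hits lower the ratio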
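Compounds up to 46 uM were incubated four hours with TMD8 cells whose green CBG68 luciferase is fused to IkappaBalpha; red CBR luminescence normalised the signal, and concentration-effect curves were fitted to fusion, red and ratio data.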
Mito fusion yeast – qHTS Assay for Small Molecule Inhibitors of Mitochondrial Division or Activators of Mitochondrial Fusion | S. cerevisiae fusion-defective mutant growth rescue, CellTiterGlo 48 h | Potency, µM (highest dose often 46.1 µM), inactives show top-dose growth rescue (activation), most hits filed as activators | 320,000 tested, 0.23% active | AID 485298, 2010;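 further: potency means the concentration at half of the fitted maximal effect; % of control where 0% means no effect; nearly all actives have a fitted effect of over 45% in size; temperature-sensitive fusion mutants such as fzo1-1 at 37 °C on non-fermentable ethanol glycerol medium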
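Yeast fusion mutant, YPEG (non-fermentable carbon), compound, 48 h at 37C non-permissive; CellTiterGlo added, 10 min RT, luminescence read. Rescued growth = division inhibition.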
TSG101-PTAP inh – qHTS Assay for Iinhibitors of HIV-1 Budding by Blocking the Interaction of PTAP/TSG101 | 340,000 tested, under 10 active | AID 493005, 2010 | Fluorescence polarization, FITC-PTAP peptide / Tsg101 binding | Potency, µM (doses to about 115 µM), for inactives: top-dose activity change, negative = inhibition, most hits filed as inhibitors; active means well fitted inhibition curve with a large enough effect in the main read-out, with a control signal flat, not every such curve was filed as active; inconclusive means small, poorly fitted or top-dose-only effect, or effect the other way, or a change in a side signal; inactive means no such curve, though single readings can be large or run the other way; further: potency means the concentration at half of the fitted maximal effect; % of control where 0% means no effect
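Steps: Tsg101 binding domain dispensed (10 uM final), compounds pinned in DMSO, FITC-labeled PTAP-motif peptide added (50 nM final); after 20 min binding at room temperature, polarization measured.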
* = called active by the depositor; i = inactive; ? = inconclusive; . = no result given; [ ] = another dose, or the depositor's remark. Unless noted, the call rests on the fitted dose curve; in most records, active means well fitted curve in the direction sought with a large enough effect; inconclusive means small, poorly fitted or top-dose-only effect, or another doubt; inactive means no such curve, though single readings can be large; an effect the other way counts as inactive or inconclusive.

compound	BCR signal inh	TSG101-PTAP inh	Mito fusion yeast	ASM inhibitor	Tb PFK inh	ELG1 DNA repair	TSHR antagonist	Eya2 inh	TCR act	AT treatment	Integrin act MD
N#CC1=C(N)C2=CCCC[C@H]2[C@H](c2ccc(Br)cc2)C1(C#N)C#N	?	-7.1%	?	30.5%[activator]	6.7%	16.8%	36.7	2.7%	-3.8%[46.1 µM]	4.1%	-26.1%
O=C(Oc1cccc2cccnc12)c1cccc(-n2cnnn2)c1	3.5%	-2.5%	-0.7%	2.1%	2.3%	?	26.7	-26.1%	-2.4%[46.1 µM]	-2.1%	1.7%
Cn1c(N)c(C(=O)COC(=O)c2cc(C(F)(F)F)nc3ccccc23)c(=O)n(Cc2ccccc2)c1=O	5.5%	.	21.3%	-11.2%	-5.3%	0.3%	-0.5	3.5%	10.3%	-5.2%	6.5%
Cc1ccccc1NC(=O)c1cccc(S(=O)(=O)N2CCOCC2)c1	-2.5%	-6.4%	4.1%	1.7%[11.5 µM]	-1.5%	-3.9%	-4.3	8.9%	8.7%	0.5%	-17.1%
COc1c(C)cc(C(=O)C2CCCN(Cc3cccc4nccnc34)C2)cc1C (stereo not drawn)	?	-4.6%	-14.0%	4.3%	-1.4%	?	-2.7	-9.7%	4.2%	-3.4%	-10.4%
O=C(CNC(=O)c1ccc(Br)o1)OCC(=O)c1cccc([N+](=O)[O-])c1	-0.3%	-1.2%	-0.2%	-0.5%	-10.7%	12.2%	0.3	-19.1%	-0.8%	0.4%	-3.3%
CC(C)c1ccc(NC(=O)c2cccc(Br)c2)cc1	?	-8.6%	-6.1%	-0.9%	1.2%	?	-13.4	-17.6%	5.6%	0.6%	-20.6%
CCC(C)NS(=O)(=O)c1ccc(-c2csnn2)s1 (stereo not drawn)	1.1%	-2.3%	-1.1%	3.2%	-3.2%	-1.3%	9.0	1.0%	4.0%	-0.1%	13.4%
O=C(COC(=O)c1cccnc1Cl)NCCC1=CCCCC1	3.0%	0.2%	3.5%	1.8%	-6.7%	5.4%	-4.9	10.6%	-1.6%	-1.9%	?
CC(=O)c1cccc(OCC(=O)Nc2cc(S(=O)(=O)N3CCOCC3)ccc2N2CCCC2)c1	-5.8%	6.0%	-5.6%	4.7%	-12.8%	-7.0%	-0.2	-0.7%	6.2%	1.0%	?
COc1ccc(/C=C2\SC(=S)N(CCC(=O)Nc3ccc(C(=O)O)cc3)C2=O)cc1OC	?	-1.1%	-1.4%	-0.3%	?	9.1%	-0.7	-9.4%	2.0%	0.9%	?
CC(C)(C)OC(=O)NCCC(=O)Oc1ccc2ccc(=O)oc2c1	-6.2%	-1.2%	-0.8%	i	-7.1%	-19.3%	-29.3	14.4%	-6.0%	-2.2%	-6.0%
O=C(NCc1ccncc1)c1cccc(S(=O)(=O)Nc2ccc(F)cc2)c1	5.1%	-1.4%	3.9%	-1.1%	3.0%	-7.2%	4.3	-4.9%	-6.6%	5.4%	11.5%
S=C(NCC1CCCO1)Nc1ccc(Cl)cc1Cl (stereo not drawn)	-0.9%	-3.7%	-7.3%	-1.3%	-5.2%	?	1.6	6.4%	-3.7%[46.1 µM]	1.8%	-11.8%
COc1ccc(-n2nnnc2SCc2nc(N)nc(N3CCOCC3)n2)cc1	0.1%	-6.6%	1.0%	-2.1%	-0.1%	-18.2%	-1.3	0.0%	-6.5%	-3.9%	-12.4%
COc1ccc(NC(=O)COC(=O)CC2CCCC2)cc1Cl	-1.7%	-4.6%	5.8%	-2.9%	-2.9%	?	20.5	?	-3.9%	-3.4%	22.0%
CCN(C(=O)COC(=O)c1ccc(F)c(S(=O)(=O)N2CCOCC2)c1)C1CCS(=O)(=O)C1 (stereo not drawn)	5.1%	-2.1%	-0.6%	-0.3%	-2.7%	9.0%	2.5	0.7%	0.6%	7.1%	46.5%
C/C1=C\CCC2C(/C=C(\C)CC1)OC(=O)C2CN1CCCCC1 (stereo not drawn)	?	-6.9%	-42.7%[inhibitor]	-0.4%	-0.6%	-9.6%	-22.0	-3.2%	-3.1%	1.1%	-65.8%[inhibitor]
COc1ccc(NC(=O)c2ccc3[nH]c(C)c(C)c3c2)cc1	?	-5.1%	7.8%	-1.4%	4.7%	?	13.8	-14.5%	1.8%	-9.7%	27.6%
Fc1ccc(-n2nnc(-c3cnc4ccccc4c3)n2)cc1	?	.	-4.2%	2.0%	-1.1%	?	-10.2	12.1%	-4.3%	7.6%	18.1%
Cc1ccccc1NC(=O)NCCc1ccc(Cl)cc1	?	-5.2%	9.6%	2.7%	2.5%	-8.9%	-3.1	4.4%	3.3%	3.8%	-27.5%
CCOc1ccc(C(=O)CCC(=O)N2CCC(C(=O)OC)CC2)cc1	1.6%	-0.2%	14.2%	0.0%	1.0%	-0.3%	-4.0	14.1%	0.9%	-2.9%	4.7%
COc1cccc(/C=C/C(=O)NCCc2ccc3c(c2)OCCO3)c1	?	-7.2%	-8.6%	5.6%	0.2%	-0.3%	-14.4	-3.9%	-1.8%[46.1 µM]	-0.1%	20.0%
COc1cccc(C2c3c(oc4ccccc4c3=O)C(=O)N2c2ccccn2)c1 (stereo not drawn)	14.3%	-1.3%	2.4%	1.3%	-10.8%	1.4%	7.6	11.8%	-3.9%	-0.2%	-21.4%
NS(=O)(=O)c1ccc(CNC(=O)CNC(=O)c2ccc(Br)o2)cc1	11.7%	0.5%	-5.4%	2.0%	-1.4%	24.1%	20.9	4.6%	-2.2%	-2.5%	12.7%
COC(=O)c1ccccc1NC(=O)CSCC(=O)Nc1ccccc1	0.1%	-3.0%	3.4%	-4.0%	-0.7%	-3.3%	8.3	12.3%	1.4%	-0.1%	20.6%
COc1cc(NC(=O)c2ccco2)c(OC)cc1NC(=O)Nc1cccc(Cl)c1	?	-1.4%	-0.8%	-16.7%	0.1%	?	-7.7	-0.5%	.	0.3%	8.6%
CCc1nnc(NC(=O)CN2C(=O)NC3(CCCC3)C2=O)s1	-0.4%	0.3%	-2.4%	3.6%	-1.4%	9.7%	6.0	-18.2%	1.3%	3.2%	-6.7%
CCC/C(=N\NC(=O)c1ccco1)c1ccc(Cl)s1	0.2%	6.0%	6.4%	2.4%	-3.0%	-2.4%	-0.7	-11.3%	-1.7%	4.4%	-20.6%
COC(=O)C1=C(CS(=O)(=O)c2ccccc2)NC(=O)NC1c1ccc(O)cc1 (stereo not drawn)	-2.2%	-4.6%	-1.3%	-1.6%	-1.7%	26.1%	9.4	16.2%	1.9%	-0.7%	16.6%
Cc1nc2ccc(S(=O)(=O)NCC(=O)NCCc3ccc(Cl)cc3)cc2s1	-0.5%	-0.4%	-6.6%	5.8%	-4.8%	11.1%	-15.1	-15.3%	-0.6%	5.7%	0.0%
Cn1ccnc1SCC(=O)Nc1sccc1C#N	?	0.2%	-3.1%	-2.5%	-0.7%	-0.5%	25.9	3.1%	-3.8%	2.4%	4.9%
